Screens from PubChem BioAssay.
FEN1 inh: inhibitors of human flap endonuclease 1 | AID 588795 | Recombinant FEN1 flap cleavage, fluorescence, 15 min | 390,000 compounds, 0.35% hits | Potency, µM (doses to about 114 µM), for inactives: top-dose activity change, negative = inhibition, actives largely listed as inhibitors | P39748; further: nearly all actives have a fitted effect of over 65% in size
Target sequence (P39748 whole entry, looked up): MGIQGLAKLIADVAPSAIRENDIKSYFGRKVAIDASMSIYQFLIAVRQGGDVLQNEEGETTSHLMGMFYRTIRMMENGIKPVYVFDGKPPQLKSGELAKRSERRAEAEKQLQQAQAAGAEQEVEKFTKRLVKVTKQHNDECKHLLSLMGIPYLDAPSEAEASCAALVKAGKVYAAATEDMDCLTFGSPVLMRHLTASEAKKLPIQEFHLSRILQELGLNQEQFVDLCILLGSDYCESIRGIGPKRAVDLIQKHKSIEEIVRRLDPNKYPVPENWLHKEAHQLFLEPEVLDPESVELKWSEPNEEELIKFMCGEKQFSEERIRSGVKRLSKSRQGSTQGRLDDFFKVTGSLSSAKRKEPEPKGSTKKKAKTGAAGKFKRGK
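Concentration–response screening of FEN1 (10 nM): 15 min compound preincubation at room temperature, reaction started with 50 nM substrate and read at 0 and 15 min. Corrected, normalized data were fitted by a four-parameter Hill equation.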
KAT2A inh: blocks human GCN5L2 histone acetyltransferase | Q92830 | GCN5L2 HAT assay, ThioGlo1 CoA-SH fluorescence | Potency, µM (top dose mostly 58.9 µM), for the others: at the highest dose activity change, negative = inhibition, actives largely listed as inhibitors | 390,000 compounds, 0.21% hits
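Fluorescence readout, Ex340nm/Em540nm: ThioGlo1 (50uM final) reacts with free CoA thiol released as 20nM GCN5L2 acetylates H3(1-25) peptide (75uM) using acetyl-CoA (70uM). Compound and enzyme sat 15 min beforehand; 20 min room-temperature reaction.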
N370S GC: N370S glucocerebrosidase modulation, Gaucher chaperone candidate; AID 2101; Potency, µM (top dose mostly 59.4 µM), without a hit: at the top dose activity change, negative = inhibition, usual class: inhibitors; P04062; 330,000 compounds, 0.092% hits; N370S GC spleen homogenate, 4MU-glucoside fluorescence;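 further: 0% = full enzyme activity and -100% = no enzyme basal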
The depositor's hits bear a star; [ ] = remark or other dose. The call rests on the fitted dose curve; in most records, active means well fitted curve in the direction sought with a large enough effect; inconclusive means small, poorly fitted or top-dose-only effect, or another doubt; inactive means no such curve, though single readings can be large; an effect the other way counts as inactive or inconclusive. Unless noted, on the % scale 0 is the no-effect control and ±100 the full control effect; potency means the concentration at half of the fitted maximal effect. Only part of the results is shown; rates above refer to the full screens.

CCOC(=O)c1cnc(SCc2ccc(C(C)(C)C)cc2)nc1N was read as FEN1 inh 14%, KAT2A inh -1% and N370S GC 4%.
Screening Oc1ccc(-c2n[nH]c(C(F)(F)F)c2-c2ccccc2)c(O)c1 returned FEN1 inh -11%, KAT2A inh -8% and N370S GC -13%.
Screening CCOc1ccc(CCNC(=O)c2cccc(S(=O)(=O)N3CCN(C(C)=O)CC3)c2)cc1OCC returned FEN1 inh -4%, KAT2A inh -1% and N370S GC -1%.
`O=C(CSc1ncn[nH]1)Nc1ncc(C(F)(F)F)cc1Cl` gave FEN1 inh 7%, KAT2A inh 2% and N370S GC 6%.
Screening COc1cccc2cccc(/C=N/n3cnnc3)c12 returned FEN1 inh 16%, KAT2A inh -11% and N370S GC 4%.
`Cc1cccc(C)c1NC(=O)C1(N(C(=O)c2ccccn2)c2ccc(O)cc2)CCCCC1` gave FEN1 inh -4%, KAT2A inh 1% and N370S GC -3%.
CC(Oc1ccc(Br)cc1Br)C(=O)Nc1cccnc1 (stereo not given) was read as FEN1 inh 15%, KAT2A inh -3% and N370S GC -19%.
For COc1cc2c3nnc(-c4ccc(F)cc4)c-3cn(Cc3ccccc3F)c2cc1OC the results were FEN1 inh -5%, KAT2A inh -17% and N370S GC -15%.
Screening Cc1cccc(Oc2cc(N)cc([N+](=O)[O-])c2)c1 returned FEN1 inh -20%, KAT2A inh inconclusive and N370S GC 4%.
Screening O=C(COC(=O)COc1ccc(Cl)cc1Br)NC1CC1 returned FEN1 inh -3% and KAT2A inh 0%.
COc1ccc2c(c1)CC/C(=C/c1ccco1)C2=O was read as FEN1 inh 4%, KAT2A inh -7% and N370S GC 8%.
`COCCn1c(-c2ccccc2Cl)nc2c(c(=O)c3ccccc3n2C)c1=O` gave FEN1 inh -2%, KAT2A inh -6% and N370S GC 2%.
For COc1cccc(OC)c1C(=O)NCCSC1CCCCC1 the results were FEN1 inh 19%, KAT2A inh 0% and N370S GC 5%.
Screening C/C(=N/NC(=O)c1ccc(Br)o1)c1cccc(NC(=O)c2ccc(F)cc2)c1 returned FEN1 inh 1%, KAT2A inh -12% and N370S GC -10%.
For CC1CCN(CCOc2ccccc2-c2ccccc2)CC1 the results were FEN1 inh 0%, KAT2A inh -2% and N370S GC -8%.
Cc1cccnc1CN1CCN(C(=O)CCc2nnc(CCc3ccccc3)o2)CC1 was read as FEN1 inh 17%, KAT2A inh 19% and N370S GC 2%.
For N#C/C(=C\c1c[nH]c2ccccc12)C(N)=O the results were FEN1 inh 4%, KAT2A inh inconclusive and N370S GC -3%.
CCOC(=O)C1=CN(Cc2cccc(F)c2)S(=O)(=O)N(CC)C1c1ccccc1 (stereo not given) was read as FEN1 inh -23% and KAT2A inh -5%.
For COC(=O)C1=C(C)Nc2ncnn2C1c1ccccn1 (stereo not given) the results were FEN1 inh 4%, KAT2A inh -9% and N370S GC 7%.
Cc1c(Cl)cccc1NC(=O)CC1NCCNC1=O (stereo not given) was read as FEN1 inh -2%, KAT2A inh inconclusive and N370S GC 4%.
O=[N+]([O-])c1ccc(O)c(/C=N/Nc2nn[nH]n2)c1 was read as FEN1 inh 4%, KAT2A inh -5% and N370S GC -9%.
Screening CN(C(=O)CN1C(=O)NC(C)(CCc2ccccc2)C1=O)c1ccccc1 (stereo not given) returned FEN1 inh -2%, KAT2A inh -8% and N370S GC -12%.
`CCS(=O)(=O)N1CCC(C(=O)Nc2cc([N+](=O)[O-])ccc2C)CC1` gave FEN1 inh -6%, KAT2A inh -2% and N370S GC 1%.
For COc1ccc(C(=O)Nc2ccc(S(=O)(=O)Nc3nccc(C)n3)cc2)cc1 the results were FEN1 inh -3%, KAT2A inh -2% and N370S GC -3%.
`CCc1nc(N2CCC3(CC2)OCCO3)c2nnn(Cc3ccccc3Cl)c2n1` gave FEN1 inh -22%, KAT2A inh -3% and N370S GC -14%.
Screening O=C(CCNC(=O)c1ccco1)Nc1cccc(Br)c1 returned FEN1 inh -3%, KAT2A inh 0% and N370S GC 1%.
COc1ccc(Cn2nnnc2CN2CCc3ccccc3C2)cc1 was read as FEN1 inh -2%, KAT2A inh -5% and N370S GC 0%.
COc1cc2c(cc1OC)-c1cc3ccc4c(c3c[n+]1CC2)OCO4 was read as FEN1 inh inconclusive, KAT2A inh -5% and N370S GC 2%.
`COc1ccccc1OCC(=O)N(Cc1ccc(N(C)C)cc1)CC1CCCO1` (stereo not given) gave FEN1 inh -6% and KAT2A inh -4%.
For NC(=O)c1ccsc1NC(=O)C1CCCN1S(=O)(=O)c1ccc(Cl)cc1 (stereo not given) the results were FEN1 inh 3%, KAT2A inh -5% and N370S GC -2%.
CC(=O)NCCCc1nc2ccccc2n1Cc1ccc(C)cc1 was read as FEN1 inh 6%, KAT2A inh 0% and N370S GC 4%.
CCOC(=O)N1CCN(C(=O)CCN2C(=O)COc3ccc(C)cc32)CC1 was read as FEN1 inh 6%, KAT2A inh -2% and N370S GC 17%.
O=c1c(Cc2c(F)cccc2Cl)c(O)ccn1CCCn1ccnc1 was read as FEN1 inh -12%, KAT2A inh -2% and N370S GC -2%.
For Cc1c(-c2ccccn2)c(=O)[nH]n1-c1ccc(F)cc1 the results were FEN1 inh 7%, KAT2A inh -1% and N370S GC -2%.
For Cc1cc(C)cc(NC(=O)CC2NCCNC2=O)c1 (stereo not given) the results were FEN1 inh 7%, KAT2A inh -6% and N370S GC 12%.
`Cc1nn(Cc2ccc([N+](=O)[O-])cc2)c(=O)n1-c1ccc(Cl)cc1` gave FEN1 inh 9%, KAT2A inh -6% and N370S GC -23%.
Screening Cn1c(CN2CCCCC2)c(C#N)c2ccccc21 returned FEN1 inh -8%, KAT2A inh -5% and N370S GC 1%.
Cc1ccccc1OCC(=O)NCCS(=O)(=O)N1CCN(c2ccc(F)cc2)CC1 was read as FEN1 inh -6%, KAT2A inh -17% and N370S GC -12%.
`CS(=O)(=O)n1nc(C(=O)N2CCOCC2)nc1N` gave FEN1 inh 43%[activator], KAT2A inh -1% and N370S GC 4%.
`Cc1cc(C)n(CC(=O)N/N=C/c2c[nH]c3ccccc23)n1` gave FEN1 inh 0%, KAT2A inh -4% and N370S GC -3%.
`C[C@H](CO)N1C[C@H](C)[C@@H](CN(C)Cc2ccc(-c3ccccc3)cc2)Oc2c(NC(=O)Nc3ccc4c(c3)OCO4)cccc2C1=O` gave FEN1 inh -11% and KAT2A inh -3%.
For CCCOc1cccc(C(=O)N(Cc2ccco2)C2CCS(=O)(=O)C2)c1 (stereo not given) the results were FEN1 inh -5%, KAT2A inh -1% and N370S GC 0%.
Screening COCCn1c(=S)[nH]c2cc(C(=O)N3CCc4ccccc4C3)ccc2c1=O returned FEN1 inh 0%, KAT2A inh -7% and N370S GC -5%.
COc1ccc(S(=O)(=O)N(CCc2ccccc2)CC(=O)NCc2ccc(C)cc2)cc1 was read as FEN1 inh 0% and KAT2A inh -3%.
Screening O=C(CCS(=O)(=O)c1cc(Br)cc2c1N(C(=O)C1CC1)CC2)N1CCN(c2ccc(F)cc2)CC1 returned FEN1 inh -2% and KAT2A inh -3%.
For O=C(c1ccc(N2CCCCC2)c([N+](=O)[O-])c1)N1CCOCC1 the results were FEN1 inh 2%, KAT2A inh 0% and N370S GC 1%.
For CC12CCC(=O)N1C(C(=O)Nc1ccc(SC(F)F)cc1)CS2 (stereo not given) the results were FEN1 inh -3%, KAT2A inh 2% and N370S GC -3%.
`Cc1cc(=O)[nH]c(N/N=C/c2ccc(O)c(O)c2)n1` gave FEN1 inh -21%, KAT2A inh -24% and N370S GC -24%.
For Cc1cc(Cl)c(S(=O)(=O)N2CCCC2)cc1OCC(=O)NC1CCCCC1 the results were FEN1 inh -3%, KAT2A inh -8% and N370S GC 16%[12.8 µM].
Screening COc1ccc(NC(=O)NCc2ccccn2)c(OC)c1 returned FEN1 inh -11%, KAT2A inh -2% and N370S GC 2%.
Screening CCOC(=O)C1CCCN(C(=O)CNC(=O)c2nn(-c3ccc(OC)c(Cl)c3)c(=O)c3ccccc23)C1 (stereo not given) returned FEN1 inh 8%, KAT2A inh -4% and N370S GC -14%.
`C=COCCNC(=O)Nc1ccc(Cl)c(Cl)c1` gave FEN1 inh -2%, KAT2A inh -7% and N370S GC 3%.
COc1ccc(NC(=O)CCCNC(=O)c2ccc(Cl)cc2)cc1OC was read as FEN1 inh -18%, KAT2A inh -9% and N370S GC -1%.
`CCn1cc(C(=O)O)c(=O)c2cc(F)c(N3CCN(S(=O)(=O)c4ccc5c(c4)OCCO5)CC3)cc21` gave FEN1 inh 6%, KAT2A inh -7% and N370S GC 0%.
For Cc1ccc(NC(=O)CSc2nnc(C)c(=O)n2N)cc1 the results were FEN1 inh -11%, KAT2A inh -9% and N370S GC -3%.
Screening COC(=O)c1cn[nH]c1NC(=S)Nc1ccc(Cl)c(Cl)c1 returned FEN1 inh -2%, KAT2A inh -6% and N370S GC 21%.
COc1ccc(C(=O)N2CCC3(CC2)CCN(c2ncccn2)CC3)cc1 was read as KAT2A inh -6% and N370S GC -9%.
`Cc1ccccc1-c1nc(CS(=O)(=O)CC(=O)NC2CCCC2)c(C)o1` gave FEN1 inh -11%, KAT2A inh -2% and N370S GC -8%.
`COC(=O)c1cc(C(=O)Nc2nnc(CC(C)(C)C)s2)cc([N+](=O)[O-])c1` gave FEN1 inh -8%, KAT2A inh -2% and N370S GC 3%.
`COc1cccc(CC(=O)Nc2ccc(-c3nc4ccccc4s3)cc2Cl)c1` gave FEN1 inh -7% and KAT2A inh 0%.
For Cn1c(=O)c2[nH]c(CNCc3ccccc3Cl)nc2n(C)c1=O the results were FEN1 inh -6%, KAT2A inh -7% and N370S GC -5%.
CCOC(=O)C1=C(C(C)=O)C(c2cccnc2)C(C#N)=C(N)O1 (stereo not given) was read as FEN1 inh -6%, KAT2A inh 11% and N370S GC 3%.
Screening CCC1(c2ccc(F)cc2)NC(=O)N(CC(=O)N2CC(=O)Nc3ccccc32)C1=O (stereo not given) returned FEN1 inh 1%, KAT2A inh 0% and N370S GC 1%.
O=c1c2[nH]cnc2n(-c2ccc(F)cc2)c(=O)n1Cc1ccccc1 was read as FEN1 inh -8%, KAT2A inh -1% and N370S GC -5%.
Screening COc1ccc(-c2noc(CN(C(=O)c3cc(OC)c(OC)cc3OC)C(C)C)n2)cc1 returned FEN1 inh 12% and KAT2A inh 0%.
CCOC(=O)c1[nH]c2ccccc2c1NC(=S)Nc1cc(C)ccc1C was read as FEN1 inh -11%, KAT2A inh -3% and N370S GC 8%.
Screening COCCCNS(=O)(=O)c1ccc(OC)c(Cl)c1Cl returned FEN1 inh 5%, KAT2A inh -2% and N370S GC 6%.
`Cc1ccc(OCc2nnc(SCc3ccc(C#N)cc3)n2-c2ccc(C)cc2)cc1` gave FEN1 inh -12%, KAT2A inh -19% and N370S GC -15%.
For CCOC(=O)c1c(C)[nH]c(C)c1C(=O)COC(=O)c1ccc(S(=O)(=O)N(CC)CC)cc1 the results were FEN1 inh -16%, KAT2A inh -4% and N370S GC -7%.
For COc1cc(-c2noc(-c3ccc(NC4CCCC4)c([N+](=O)[O-])c3)n2)cc(OC)c1OC the results were FEN1 inh 12% and KAT2A inh -6%.
Cc1c(C(C)C)c(=O)n(-c2ccc(S(=O)(=O)NC3CCCCC3)cc2)n1C was read as FEN1 inh 13%, KAT2A inh -8% and N370S GC 6%.
